ERG-DNA inh: blocks human ERG Ets domain binding to DNA; 370,000 tested, 0.028% active; P11308; fluorescence polarization, His-ERG Ets domain / labelled DNA; AID 624246; Potency, µM (highest dose often 76.9 µM), without a hit: at the highest dose FP activity, negative = inhibition, actives largely listed as inhibitors; active means well fitted inhibition curve with a large enough effect in the polarisation, with a control signal flat; inconclusive means small, poorly fitted or top-dose-only effect, or effect the other way, or a change in a side signal; inactive means no such curve, though single readings can be large or run the other way; the % refers to the polarisation;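 further: polarization taken with two DNA probes labelled with fluorescein and Texas red; % of control where 0% means no effect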
Target sequence (P11308 whole entry, looked up, the tested form may be a part): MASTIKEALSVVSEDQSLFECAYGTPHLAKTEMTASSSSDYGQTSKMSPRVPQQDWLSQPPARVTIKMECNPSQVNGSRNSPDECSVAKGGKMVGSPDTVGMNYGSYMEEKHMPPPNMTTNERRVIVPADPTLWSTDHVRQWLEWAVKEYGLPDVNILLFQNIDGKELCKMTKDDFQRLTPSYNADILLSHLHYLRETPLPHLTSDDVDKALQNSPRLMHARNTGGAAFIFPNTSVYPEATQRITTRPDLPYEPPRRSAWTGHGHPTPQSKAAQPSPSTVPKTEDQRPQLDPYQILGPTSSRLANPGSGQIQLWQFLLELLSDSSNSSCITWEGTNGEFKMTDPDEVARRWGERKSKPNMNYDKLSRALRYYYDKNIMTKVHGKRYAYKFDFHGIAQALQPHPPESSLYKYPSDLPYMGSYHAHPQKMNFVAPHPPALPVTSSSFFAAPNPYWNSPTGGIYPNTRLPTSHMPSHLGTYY
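His-tagged ERG Ets domain (1 uM in the protein solution; 300mM KCl, 50mM Tris-HCl, 1mM EDTA, 1mM DTT, pH 7.5) received compound, then a probe mix of 5 nM fluorescein-DNA and 100nM Texas-615-DNA. Fluorescence polarization was read for both dyes.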
ALOX12 inh: inhibitors of human 12S-lipoxygenase ALOX12; P18054; Potency, µM (top dose mostly 108 µM), for inactives: top-dose activity change, negative = inhibition, actives largely listed as inhibitors; 580,000 tested, 1.1% active; purified 12hLO, xylenol orange hydroperoxide absorbance; further: on the % scale 0 is the no-effect control and ±100 the full control effect
Target sequence (P18054 whole entry, looked up): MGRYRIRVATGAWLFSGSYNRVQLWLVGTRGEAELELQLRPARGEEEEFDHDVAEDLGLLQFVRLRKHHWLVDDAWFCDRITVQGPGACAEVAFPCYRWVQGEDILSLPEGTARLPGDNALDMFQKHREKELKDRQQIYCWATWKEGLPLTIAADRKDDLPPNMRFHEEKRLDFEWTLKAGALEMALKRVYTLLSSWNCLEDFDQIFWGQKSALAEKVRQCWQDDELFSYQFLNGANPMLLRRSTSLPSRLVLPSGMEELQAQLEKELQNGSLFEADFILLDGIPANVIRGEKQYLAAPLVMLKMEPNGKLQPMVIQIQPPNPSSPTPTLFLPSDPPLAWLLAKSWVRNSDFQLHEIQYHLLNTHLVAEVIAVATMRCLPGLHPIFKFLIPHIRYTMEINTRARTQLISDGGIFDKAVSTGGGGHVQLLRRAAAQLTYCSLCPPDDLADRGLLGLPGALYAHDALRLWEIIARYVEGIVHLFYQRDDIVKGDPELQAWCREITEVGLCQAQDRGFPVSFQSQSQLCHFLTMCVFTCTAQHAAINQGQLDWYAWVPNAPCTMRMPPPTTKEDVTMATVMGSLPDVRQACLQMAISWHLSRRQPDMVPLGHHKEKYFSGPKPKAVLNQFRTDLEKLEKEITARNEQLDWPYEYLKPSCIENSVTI
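Purified human 12hLO at 150 nM in 25 mM Hepes, 0.01% Triton X-100, pH 7.0, preincubated 15 min at room temperature with compound. Reaction started with 40 uM arachidonic acid, 30 min at room temperature. Hydroperoxide measured by Fe-xylenol orange, 573/405 nm absorbance ratio.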
JMJD2A Tudor inh: inhibitors of human JMJD2A Tudor domain. O75164. AlphaScreen JMJD2A-Tudor / H3K4me3 peptide binding. Potency, µM (series often up to 114 µM), without a hit: at the highest dose activity change, negative = inhibition, most hits filed as inhibitors. 390,000 tested, 4.4% active. AID 504339; further: on the % scale 0 is the no-effect control and ±100 the full control effect; nearly all actives have a fitted effect of over 50% in size
HP1b chromo inh: blocks HP1-beta chromodomain binding to methylated histone tails; P83916; AlphaScreen HP1-beta / biotin-H3K9me3 peptide binding; Potency, µM (highest dose often 114 µM), inactives show at the top dose activity change, negative = inhibition, usual class: inhibitors; 390,000 tested, 0.56% active; further: nearly all actives have a fitted effect of over 70% in size; inactives centre near 23
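HP1-beta protein (50 nM final) preincubated 30 min at room temperature with biotinylated H3(1-18)K9me3 peptide (50 nM) in PBS pH 7.4, 0.01% Tween-20, then compound added for 30 min. AlphaScreen streptavidin donor/nickel chelate acceptor beads (10 ug/mL final), 30 min dark, luminescence read.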
RGS4 inh: blocks human RGS4-accelerated GTP hydrolysis; Transcreener GDP fluorescence polarization, RGS4-accelerated GTP hydrolysis; AID 504845; 390,000 tested, 0.039% active; P49798; Potency, µM (series often up to 114 µM), without a hit: at the top dose activity change, negative = inhibition, hits mostly inhibitors; further: on the % scale 0 is the no-effect control and ±100 the full control effect; nearly all actives have a fitted effect of over 75% in size; some results filed as inactive show a strong effect at the top dose
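MLSMR compounds (23 nl, pin-transferred) preincubated 10 min at room temperature with a 500nM (2x) first reagent, then RGS4 at 900nM (2x) plus Transcreener GDP mix added; fluorescence polarization (620/688 nm) read before and after 90 min at 30 °C.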
PGK inhibitor: T. brucei PGK inhibition; 380,000 tested, 0.043% active; PGK/GAPDH coupled, Kinase-Glo luminescence, 60 min; P07378; Potency, µM (doses to about 57.5 µM), for the others: at the highest dose activity change, negative = inhibition, hits mostly inhibitors; further: on the % scale 0 is the no-effect control and ±100 the full control effect; nearly all actives have a fitted effect of over 60% in size
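Recombinant glycosomal PGK reaction used 1,3-bisphosphoglycerate generated in-well by GAPDH (100nM final) in 100mM TEA pH 7.6, 5mM MgCl2, 0.01% Tween-20. After 60 minutes at room temperature, ATP was read by Kinase-Glo Plus luminescence end-point.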
GLS inhibitor: glutaminase GLS (human) inhibition | GLS enzymatic activity, qHTS titration | Potency, µM (doses to about 45.5 µM), inactives show top-dose activity change, negative = inhibition, hits mostly inhibitors | 410,000 tested, 0.21% active; further: on the % scale 0 is the no-effect control and ±100 the full control effect
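Enzyme dispensed in phosphate buffer (45 mM, pH 8.2, 0.02% Tween-20), compounds pinned in, then 1 mM L-glutamine solution and the glutamate oxidase–HRP–Amplex Red mix added; fluorescence read immediately and again after 30 min at room temperature.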
rTrxR1 inhibitor: inhibitors of rat thioredoxin reductase 1; Potency, µM (series often up to 114 µM), for inactives: at the top dose activity change, negative = inhibition, usual class: inhibitors; AID 588453; recombinant rTrxR1, NADPH fluorescence consumption, selenite substrate; 390,000 tested, 1% active; further: on the % scale 0 is the no-effect control and ±100 the full control effect; nearly all actives have a fitted effect of over 65% in size
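Rat TrxR1 (90 nM in the dispensed reagent) was pre-reduced with 400 uM NADPH for 5 min at room temperature, then incubated with compound for 15 min. After 400 uM selenite was added, NADPH fluorescence (Ex 340/Em 450 nm) was followed for 8 min.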
Pin1 inhibitor: inhibitors of human Pin1; Q13526; Pin1 FP peptide displacement, HiFluor488, 10 min; Potency, µM (doses to about 115 µM), inactives show at the top dose activity, negative = inhibition, usual class: inhibitors; 390,000 tested, 0.009% active; active means well fitted inhibition curve with a large enough effect in the polarisation, with a control signal flat, not every such curve was filed as active; inconclusive means small, poorly fitted or top-dose-only effect, or effect the other way, or a change in a side signal; inactive means no such curve, though single readings can be large or run the other way; the % refers to the polarisation; further: on the % scale 0 is the no-effect control and ±100 the full control effect
Numbers without * were called inactive; i = inactive; ? = inconclusive; / = no result given; & = joins results of further samples; [ ] = dose if it differs, or a comment. Unless noted, the call rests on the fitted dose curve; in most records, active means well fitted curve in the direction sought with a large enough effect; inconclusive means small, poorly fitted or top-dose-only effect, or another doubt; inactive means no such curve, though single readings can be large; an effect the other way counts as inactive or inconclusive. Potency means the concentration at half of the fitted maximal effect.

ERG-DNA inh | ALOX12 inh | JMJD2A Tudor inh | HP1b chromo inh | RGS4 inh | PGK inhibitor | GLS inhibitor | rTrxR1 inhibitor | Pin1 inhibitor | SMILES
3% | -2% | -10% | 18% | -29% | -5% | -2% | -14% | ? | Cc1cccc(Nc2nnc(SCC(=O)Nc3ncc(C(F)(F)F)cc3Cl)s2)c1C
8% | 0% | 15% | 19% | -3% | -3% | 1% | 5%[57.1 µM] | 1% | COC(=O)c1sccc1-n1cc(C#N)c(=O)n(C)c1=O
8% | -30% | -14% | 16% | ? | -8% | -11% | -30% | -14% | CC(=O)c1sc(NC(=O)c2ccc(Cn3cc(Br)cn3)o2)nc1C
-9% | 8% | -14% | 30% | 11% | 7% | 6% | 5% | 7% | CCOC(=O)c1oc2c(CN3CCN(C)CC3)c(O)c(CC)cc2c(=O)c1-c1nc2ccccc2s1
-14% | -7% | -13% | 53%[activator] | -10% | -8% | -4% | 18%[57.1 µM] | -3% | COc1ccc(S(=O)(=O)N2CC(C)N(C(=O)N(C)C)C2C(C)C)cc1 (centres undefined)
-2% | -30% | -20% | 10% | 15% | 4% | 11% | -21% | ? | COc1ccc(OC)c(N=c2oc3cc(O)ccc3cc2C(N)=O)c1
-1% | ? | -18% | 16% | -10% | 0% | -12% | 6% | -12% | Cn1cc(CN2CCN(CC(C)(C)C)C(CCO)C2)c2ccccc21 (centres undefined)
? | 17% | 4% | 49%[activator] | 8% | -9% | 0% | 4% | -2% | CC(C)=CCOc1ccc2ccc(=O)oc2c1
-9% | 3% | -21% | 13% | -3% | -3% | 0% | -10% | -3% | Cc1cc(C)cc(NC(=O)Cn2c(-c3ccccc3Cl)nc3ccccc32)c1
15% | -12% | -6% | 12% | 3% | 7% | 19% | 11% | -4% | O=C(CC1CCCC1)NCCS(=O)(=O)N1CCN(c2ccc(F)cc2)CC1
-11% | 184%[activator] | -15% | 22% | -4% | -10% | 7% | -3% | -1% | Cn1nnnc1SCC(=O)Nc1cccc(S(=O)(=O)N2CCCCC2)c1
2% | -17% | ? | -8% | -26% | -10% | -2% | ? | 0% | COc1cc(C(c2c(NC(=O)c3ccco3)sc(C)c2C)N2CCOCC2)cc(OC)c1OC (centres undefined)
-6% | ? | -35% | -10% | -2% | -2% | -6% | -58% | 3% | CC(C)CC(=O)NC(=S)Nc1ccc(N2CCN(C(=O)c3cccs3)CC2)cc1
1% | -23% | -7% | 37% | 17% | -3% | 3% | 5% | 4% | CSc1ccccc1C(=O)Nc1cccc(C)c1
0% | 11% | -19% | 11% | -19% | -6% | 1% | 23% | -4% | COc1ccc(S(=O)(=O)N2CCN(C(=O)c3cccs3)CC2)cc1OC

Continued; it opens with the five that closed the last part.
ERG-DNA inh | ALOX12 inh | JMJD2A Tudor inh | HP1b chromo inh | RGS4 inh | PGK inhibitor | GLS inhibitor | rTrxR1 inhibitor | Pin1 inhibitor | SMILES
-11% | 184%[activator] | -15% | 22% | -4% | -10% | 7% | -3% | -1% | Cn1nnnc1SCC(=O)Nc1cccc(S(=O)(=O)N2CCCCC2)c1
2% | -17% | ? | -8% | -26% | -10% | -2% | ? | 0% | COc1cc(C(c2c(NC(=O)c3ccco3)sc(C)c2C)N2CCOCC2)cc(OC)c1OC (centres undefined)
-6% | ? | -35% | -10% | -2% | -2% | -6% | -58% | 3% | CC(C)CC(=O)NC(=S)Nc1ccc(N2CCN(C(=O)c3cccs3)CC2)cc1
1% | -23% | -7% | 37% | 17% | -3% | 3% | 5% | 4% | CSc1ccccc1C(=O)Nc1cccc(C)c1
0% | 11% | -19% | 11% | -19% | -6% | 1% | 23% | -4% | COc1ccc(S(=O)(=O)N2CCN(C(=O)c3cccs3)CC2)cc1OC
18% | 7% | -17% | 34% | -14% | -3% | 9% | 0% | -9% | CCn1cc(C(=O)O)c(=O)c2cc(F)c(N3CCN(C(=S)NC(=O)c4cccc(F)c4)CC3)cc21
1% | 6% | -22% | 13% | 46% | 11% | 0% | 10%[57.1 µM] | 6% | CCOC(=O)c1ccc(OCC2c3cc(OC)c(OC)cc3CCN2C(=O)c2ccc(S(=O)(=O)N3CCCC3)cc2)cc1 (centres undefined)
/ | / | -8% | 25% | 5% | / | / | 6% | -1% | C=C1CCN(C(CC(C)C)C(=O)NCc2ccc(Cl)c(Cl)c2)S(=O)(=O)c2ccccc21 (centres undefined)
/ | ? | ? | 23% | -19% | 0% | 22% | 13µM* | ? | Cc1ccccc1S(=O)(=O)NC1OC(=O)C(Cl)=C1Cl (centres undefined)
-3% | / | 9% | 35% | -27% | -2% | -8% | 25% | 3% | CCN(c1ccccc1)S(=O)(=O)c1cccc(C(=O)Nc2ccc(C)cn2)c1
9% | 245%[activator] | -4% | 20% | 10% | 4% | 4% | 16% | -2% | Cc1cc(C(=O)N2CCC(C(N)=O)CC2)c(C)o1
/ | 0% | -16% | 23% | -12% | 0% | 22% | 14% | 6% | COc1ccc(S(=O)(=O)N2CCC(C(=O)Nc3cccc(Cl)c3)CC2)cc1OC
-5% | -4% | -19% | 8% | -39% | / | 0% | ? | -5% | CCc1ccccc1S(=O)(=O)Cc1ccc(C(=O)NCc2cccs2)o1
3% | i | -23% | 25% | -19% | i | 3% | 1% | -6% | Cc1cnc(C(=O)N2CCCC(N3CCN(c4cccc(C(F)(F)F)c4)CC3)C2)cn1 (centres undefined)
0% | -67% | -35% | -3% | -21% | 0% | -5% | -17% | ? | CC(C)OC(=O)C(C(=O)C(F)(F)F)c1cc(NS(=O)(=O)c2ccc3c4c(cccc24)C(=O)N3)ccc1O (centres undefined)
0% | 0% | -16%[11.4 µM] | -6% | -14%[11.4 µM] | -1% | 37%[activator] | 10%[57.1 µM] | 0% | COc1cccc(CN2C(=O)N(C(C)C)C(N(O)C(=O)NC(C)C)C2(C)C)c1OC (centres undefined)
3% | 382%[activator] | ? | -17% | 1% | 7% | 12% | -4%[57.1 µM] | ? | COc1ccc(CNc2oc(-c3ccccc3)nc2C#N)cc1
0% | 0% | -5% | 14% | 17% | 2% | -2% | 5%[57.1 µM] | -9% | COc1ccc(C(C(=O)NC2CCCC2)N(C(=O)c2ccco2)c2cc3c(cc2C(C)=O)OCO3)cc1 (centres undefined)
-5% | 7% | -1% | 31% | -5% | -12% | -3% | -9% | -1% | Cc1ccc(C(=O)NNC(=O)CCC(=O)Nc2cccc(Cl)c2C)cc1
4% | -25% | -16% | 30% | 0% | 0% | -7% | ? | 0% | COc1ccc(NC(=O)c2oc3ccccc3c2NC(=O)c2ccco2)c(OC)c1
0% | -1% | -15% | 15% | 37% | 6% | 14% | 1%[57.1 µM] | 6% | CC(=O)NC(C)(C)C1CC=C(C)/C(=N\O)C1 (centres undefined)
-7% | -1% | -3% | 37% | 11% | 5% | -14% | 0% | -5% | Cc1cccc(N(C(=O)c2snc(C(N)=O)c2N)C(C(=O)NC2CCCC2)c2ccc(C)o2)c1 (centres undefined)
0% | 0% | -13% | 25% | 6% | 4% | 0% | -2% | ? | Cc1csc2nc(COc3ccc(NC(=O)COc4ccccc4F)cc3)cc(=O)n12
12% | 9% | -27% | 10% | -16% | -7% | -6% | 38%[activator][57.1 µM] | 4% | CC(C)c1ccc2[nH]c3c(c2c1)CCC/C3=N\NC(=O)c1ccncc1
17% | 2% | -23%[11.4 µM] | 3% | -7% | -3% | 3% | 25%[57.1 µM] | -2% | Cc1ccc(OCC(=O)N2CCN(S(=O)(=O)c3ccccc3[N+](=O)[O-])CC2)cc1
-12% | ? | -26% | -14% | -44% | 1% | 16% | -5% | -8% | CC(C)(C)c1ccc(C(=O)NNC(=S)NC(=O)c2cccnc2)cc1
7% | -5% | -14% | 17% | 7% | 4% | 3% | 15% | 17% | CC(=O)Nc1ccc(N(C(=O)Cn2nnc3ccccc32)C(C(=O)NCc2ccccc2)c2ccc(C)cc2)cc1 (centres undefined)
-4% | ? | -10% | 6% | 21% | -4% | -5% | 7% | 0% | COc1ccc(C(=O)O)cc1S(=O)(=O)Nc1ccccc1-c1ccccc1
-4% | -12% | -16% | 57%[activator] | 19% | 6% | 3% | 2% | -1% | CC(=O)N[C@H]1[C@H]([C@H](O)[C@H](O)CO)O[C@](O)(C(=O)O)C[C@@H]1O
/ | -9% | -25% | -13% | -35% | / | -2% | 22% | -20% | O=C(NC1c2ccccc2-c2ccccc21)N1CCOCC1
-4% | 0% | 0% | 65%[activator] | 11% | -2% | 2% | 22% | 4% | CCCOc1ccc(-c2nnn(CC(=O)N3CCCCC3)n2)cc1
-4% | 0% | -2% | 50%[activator] | -12% | i | -1% | 13% | -2% | COc1ccccc1N1C(=O)c2cccnc2C1=O
-4% | 7% | 8% | 21% | 33% | 4% | 0% | 17% | 2% | O=C(CSCc1ccc(F)cc1)N1CCOCC1
/ | 0%[57.4 µM] | -14% | 29% | -7% | i | 51%[activator] | 9% | ? | CC(=O)NC1C(=O)N=C(SCC(=O)NC2CCCCC2)NC1=O (centres undefined)
2% | 0% | 0% | 31% | 18% | -6% | -21% | 10% | -4% | CCOC(=O)c1ccccc1NC(=O)Cn1cnc2c(oc3ccccc32)c1=O
0%&-3% | 7%&-43% | -13% | 56%[activator] | -5%[56.9 µM] | -2%&-1% | 0%&-5% | 27%&7%[57.1 µM] | 3%&-17% | CN(C(=O)CN1C(=O)CCSc2ccc(S(=O)(=O)N3CCCC3)cc21)c1ccccc1
3% | 337%[activator] | -14% | 6% | -9% | -7% | 9% | -2% | 3% | COc1ccc(NC(=O)CN2CCC3(O)CCCCC3C2c2cc(OC)ccc2OC)cc1 (centres undefined)

Only part of the results is shown; count on the stated rates, not on these rows.
